Screens (PubChem)
Nrf2 activator: qHTS of Nrf2 Activators. AREc32 ARE-luciferase reporter (MCF7-derived line), luminescence, 24 h. Potency, µM (doses to about 46.1 µM), without a hit: top-dose activation, hits mostly activators. 410,000 compounds, 0.31% hits; also: % of control where 0% means no effect; nearly all actives have a fitted effect of over 65% in size
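Each well held 1000 AREc32 cells, which were incubated with compound for 24 hr at 37 deg C after overnight attachment, and ARE reporter activity was quantified by firefly luciferase luminescence.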
Nrf2 block: Nrf2 qHTS screen for inhibitors; A549 ARE-Fluc reporter, luciferase luminescence, 18-24 h; Potency, µM (top dose mostly 46 µM), inactives show top-dose activity change, negative = inhibition, hits mostly inhibitors; 360,000 compounds, 2.1% hits; also: % is scaled to controls: 0 for no effect and ±100 for the full control effect; nearly all actives have a fitted effect of over 60% in size
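Cells were seeded and rested 2 h, then exposed to compounds for 18-24 h. CellTiter-Fluor was read first as a viability measure. BugLite was added 15 min before the final luminescent read of ARE-luciferase activity in A549 cells.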
TGFb SMAD3 inh: qHTS for Inhibitors of TGF-b. 410,000 compounds, 1.2% hits. HepG2 CAGA-GFP TGF-b/SMAD3 reporter, GFP fluorescence, 18 h; TGF-beta stimulated, 500 pg/mL final. AID 588855, 2011. Potency, µM (series often up to 46.1 µM), for inactives: top-dose activity, negative = inhibition, most hits filed as inhibitors; also: % is scaled to controls: 0 for no effect and ±100 for the full control effect; nearly all actives have a fitted effect of over 65% in size
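First, reporter cells (HEPG2 CAGA-GFP) rested 2 h at 37 degrees C. Next, compounds were pinned in and TGF-beta added to 500 pg/mL final. After 18 h, GFP was imaged per cell and summed per well.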
A549 viability: Nrf2 qHTS screen for inhibitors: counterscreen for cytotoxicity; A549 ARE-Fluc cells, CellTiter-Fluor viability, 18-24 h; Potency, µM (series often up to 46 µM), for inactives: at the highest dose activity change, negative = cytotoxicity, hits mostly inhibitors; 390,000 compounds, 0.16% hits; AID 504648, 2011; also: % is scaled to controls: 0 for no effect and ±100 for the full control effect
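Cytotoxicity counterscreen: CellTiter-Fluor fluorescence was measured in A549 ARE_Fluc cells after 18-24 h of compound exposure in a concentration series. The subsequent BugLite luminescent read reports ARE-luciferase activity.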
HepG2 tox: qHTS for Inhibitors of TGF-b: Cytotox Counterscreen | 410,000 compounds, 0.76% hits | HepG2 CAGA-GFP viability, ATP luminescence, 18 h | Potency, µM (series often up to 46.1 µM), inactives show at the highest dose activity change, negative = cytotoxicity, usual class: cytotoxic | AID 588856, 2011; also: some results filed as inactive show a strong effect at the top dose
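CellTiter-Glo luminescence gave cytotoxicity after 18 hours at 37 degrees C. The cells were HepG2 CAGA-GFP in 1% FBS DMEM, stimulated with 500 pg/mL TGF-beta after compound addition. %Activity was normalised to no-cell wells (complete cell-killing) and DMSO (no toxicity), and curves were fitted and classified.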
MCF10A rerep: A quantitative high throughput screen for small molecules that induce DNA re-replication in MCF 10a normal breast cells; MCF 10A DNA re-replication, Hoechst nuclear intensity, 48 h; Potency, µM (titrated, usually from 46.1 µM), for the others: top-dose activity, positive = re-replication, actives largely listed as activators; 350,000 compounds, 2.9% hits; AID 624296, 2012; also: % of control where 0% means no effect; nearly all actives have a fitted effect of over 50% in size
EPAC2 antagonist: qHTS for Antagonist of cAMP-regulated guanine nucleotide exchange factor 2 (EPAC2): primary screen; EPAC2 GEF exchange of Rap1B-BODIPY-GDP, fluorescence; Potency, µM (top dose mostly 114 µM), for inactives: at the highest dose activity, negative = inhibition, actives largely listed as inhibitors; 360,000 compounds, 0.18% hits; AID 720708, 2013; also: % is scaled to controls: 0 for no effect and ±100 for the full control effect; nearly all actives have a fitted effect of over 45% in size; many of its hits are not listed in these tables
Target sequence (Q8WZA2 whole entry, looked up): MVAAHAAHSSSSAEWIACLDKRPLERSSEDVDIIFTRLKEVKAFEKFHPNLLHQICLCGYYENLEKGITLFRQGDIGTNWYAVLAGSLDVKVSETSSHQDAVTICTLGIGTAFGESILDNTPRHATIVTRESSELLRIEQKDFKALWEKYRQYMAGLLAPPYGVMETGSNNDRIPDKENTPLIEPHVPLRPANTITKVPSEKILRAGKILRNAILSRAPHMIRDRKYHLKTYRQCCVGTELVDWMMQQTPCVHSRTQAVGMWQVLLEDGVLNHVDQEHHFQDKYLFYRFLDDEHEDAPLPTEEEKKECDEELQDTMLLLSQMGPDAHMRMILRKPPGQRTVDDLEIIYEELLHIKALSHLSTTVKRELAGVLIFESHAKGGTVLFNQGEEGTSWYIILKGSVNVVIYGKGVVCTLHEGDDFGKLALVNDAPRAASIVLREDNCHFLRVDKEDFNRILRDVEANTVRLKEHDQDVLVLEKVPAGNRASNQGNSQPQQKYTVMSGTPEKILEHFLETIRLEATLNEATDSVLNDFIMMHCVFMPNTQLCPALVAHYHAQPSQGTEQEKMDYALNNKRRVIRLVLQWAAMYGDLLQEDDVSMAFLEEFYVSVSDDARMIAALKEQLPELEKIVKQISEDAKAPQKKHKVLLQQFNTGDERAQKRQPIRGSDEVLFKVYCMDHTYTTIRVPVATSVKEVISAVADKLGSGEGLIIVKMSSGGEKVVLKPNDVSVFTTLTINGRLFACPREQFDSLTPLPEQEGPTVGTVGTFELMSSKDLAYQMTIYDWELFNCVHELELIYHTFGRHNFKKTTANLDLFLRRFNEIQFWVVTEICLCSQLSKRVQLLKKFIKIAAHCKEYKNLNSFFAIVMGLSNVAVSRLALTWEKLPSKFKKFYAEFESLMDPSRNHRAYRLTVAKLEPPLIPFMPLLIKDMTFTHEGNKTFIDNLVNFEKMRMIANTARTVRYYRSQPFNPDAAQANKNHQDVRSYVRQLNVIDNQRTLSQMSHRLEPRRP
S2 tox: Viability Counterscreen for Primary qHTS for Inhibitors of ATXN expression; S2 cells (HEK-293 line with an ATXN2-luciferase reporter) viability, CellTiter-Fluor protease fluorescence, 24 h; Potency, µM (doses to about 56.7 µM), usual class: cytotoxic; 400,000 compounds, 0.49% hits; also: nearly all actives have a fitted effect of over 40% in size
ATXN2 expr inh: Primary qHTS for Inhibitors of ATXN expression; HEK-293 ATXN2-luciferase reporter, luminescence, 24 h; Potency, µM (top dose mostly 57 µM), without a hit: at the highest dose activity change, negative = inhibition, most hits filed as inhibitors; 360,000 compounds, 0.72% hits; also: % is scaled to controls: 0 for no effect and ±100 for the full control effect; nearly all actives have a fitted effect of over 55% in size
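qHTS (up to 57 uM final) was run with 24 h compound exposure of reporter cells at 37 °C. Each well was multiplexed: SteadyGlo luminescence measured ATXN2-luciferase expression after a fluorogenic Gly-Phe-AFC viability readout (25 uM final).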
An asterisk follows results filed as active; i = inactive; ? = inconclusive; . = no result given; & = joins results of further samples; [ ] = remark or other dose. Calls follow the shape of the dose curve; as a rule, active = well fitted curve in the direction sought with a large enough effect; inconclusive = small, poorly fitted or top-dose-only effect, or another doubt; inactive = no such curve, though single readings can be large; an effect the other way counts as inactive or inconclusive. Potency is read from the fitted curve at half-maximal effect. These rows are one share of the data. The share of hits here may be higher or lower than overall.

SMILES	Nrf2 activator	Nrf2 block	TGFb SMAD3 inh	A549 viability	HepG2 tox	MCF10A rerep	EPAC2 antagonist	S2 tox	ATXN2 expr inh
COC(=O)c1ccc(Oc2ccc3nncn3n2)cc1	-0.1%	-5%	11%	-1%	-22%	-1%	9%	i	-19%
CC(=O)Nc1ccc(S(=O)(=O)N(C)CC(=O)OCC(=O)Nc2ccc3c(c2)OCO3)cc1	-0.2%[9.22 µM]	10%	-1%	1%	1%	-2%	-2%	i	-2%
Cc1nc2ccccc2c(=O)n1-c1cccc(NC(=O)c2cccs2)c1	2.9%	-5%	-22%	-9%	-14%	-14%	2%	i	-20%
COc1ccccc1NC(=O)CCS(=O)(=O)c1ccc2nc(C)sc2c1	2.1%	11%	-31%	2%	5%	.	.	.	.
Cc1ccc(/C=C(/NC(=O)c2ccccc2)C(=O)NCCc2c[nH]c3ccccc23)o1	2.5%	9%	8%	1%	-7%	12%	23%	i	21%
Cc1cc2c(cc1S(=O)(=O)CCC(=O)NC1CCC(C)CC1)OCC(=O)N2 (stereo not drawn)	-0.6%&-0.4%	4%	5%&-12%	1%&-3%	-10%&-1%	10%	6%	i	-25%
Cc1c(C)n(C(=O)CSc2nccn2C)c2ccccc12	6.1%	21%	-8%	11%	20%	?	-4%	i	-7%
CN(C(=O)CSc1nc2ccc(Cl)cc2[nH]1)C1CCS(=O)(=O)C1 (stereo not drawn)	2.6%	-14%	31%[activator]	11%	4%	0%	3%	i	.
C/C(=N\N=C(/N)SC1CC(=O)N(c2ccc(Cl)c(Cl)c2)C1=O)c1cccs1 (stereo not drawn)	10%	-27%	2%	-11%	-45%	6%	-13%	i	-20%
O=C1c2ccccc2S(=O)(=O)N1CCS(=O)(=O)c1ccc(F)cc1	?	3%	3%	5%	-8%	14%	-13%	i	20%
O=C(Cn1[nH]c(=O)c2ccccc2c1=O)OCC(=O)N1CCCc2ccccc21	-0.1%	-26%	-5%	-3%	-4%	0%	2%	?	-4%
CSC1=NCCN1C(=O)c1ccc(Br)o1	2.4%	1%	-13%	1%	-2%	16%	-13%	i	31%
Cc1ccc(CNc2ccc(-c3nc(-c4ccccn4)no3)cc2[N+](=O)[O-])cc1	3.5%	?	-9%	1%	-19%	.	.	i	31%
COCCCN(C(=S)Nc1ccc(C)cc1Cl)C(C)c1ccncc1 (stereo not drawn)	4.7%	?	9%	4%	5%	-5%	0%	i	-3%
C(=N\N1CCN(C(c2ccccc2)c2ccccc2)CC1)/c1ccc2c(c1)OCO2	-0.7%	-9%	1%	9%	23%	0%	-2%	i	-16%
CCC(=O)Nc1cc(C(C)C)c(O)cc1C	-0.4%	9%	-2%	2%	1%	-29%	4%	i	-6%
C/C(Cc1ccccc1)=N\NC(=O)CNC(=O)COc1ccccc1	0.0%	-3%	-7%	8%	21%	0%	-23%	i	-6%
COc1ccc(-n2c(SCc3nc(-c4ccc(C)cc4)no3)nnc2-c2ccccc2)cc1	1.1%	?	-20%	-14%	-39%	.	.	i	-4%
CC(C)CNc1c(N)c(=O)oc2ccccc12	3.7%	-6%	0%	7%	-3%	?	14%	i	-1%
C=CCN(CC=C)CCCOc1ccccc1C(=O)OC	0.3%	-12%	4%	1%	0%	3%	4%	i	-10%
Cc1ccc(S(=O)(=O)NC(=O)C2(C)CCN2C(=O)c2ccccc2CCc2ccccc2)cc1 (stereo not drawn)	0.5%	.	-5%	.	-17%	.	-8%	i	6%
CCN(CC)C(=O)C1=C(C)N(Cc2ccc(C(C)(C)C)cc2)C(=O)C(CC(=O)NC(c2ccccc2)c2ccccc2)C1 (stereo not drawn)	-3.6%	.	?	.	-32%	.	-12%	.	?
CN(CCCN1CCOCC1)C(=O)c1cc(COc2ccc(F)cc2F)on1	-0.5%	-5%	11%	5%	-1%	26%	-3%	i	12%
COCCCNC(=O)Cn1c(=O)n(-c2ccc(C)c(C)c2)c(=O)c2c3c(sc21)CCCCC3	-0.4%	-2%	-15%	-10%	1%	.	.	i	7%
Cc1cc(C)n(CCNS(=O)(=O)c2ccccc2)n1	-1.0%	2%	11%	0%	-5%	-26%	1%	i	3%

Reprinted at random: 2 compounds from above, in no set order.
SMILES	Nrf2 activator	Nrf2 block	TGFb SMAD3 inh	A549 viability	HepG2 tox	MCF10A rerep	EPAC2 antagonist	S2 tox	ATXN2 expr inh
CC(C)CNc1c(N)c(=O)oc2ccccc12	3.7%	-6%	0%	7%	-3%	?	14%	i	-1%
COCCCNC(=O)Cn1c(=O)n(-c2ccc(C)c(C)c2)c(=O)c2c3c(sc21)CCCCC3	-0.4%	-2%	-15%	-10%	1%	.	.	i	7%

An excerpt from above, reduced to Nrf2 block, EPAC2 antagonist and HepG2 tox.
compound | Nrf2 block | EPAC2 antagonist | HepG2 tox
CSC1=NCCN1C(=O)c1ccc(Br)o1 | 1% | -13% | -2%
Cc1ccc(CNc2ccc(-c3nc(-c4ccccn4)no3)cc2[N+](=O)[O-])cc1 | ? | . | -19%
COCCCN(C(=S)Nc1ccc(C)cc1Cl)C(C)c1ccncc1 (stereo not drawn) | ? | 0% | 5%
C(=N\N1CCN(C(c2ccccc2)c2ccccc2)CC1)/c1ccc2c(c1)OCO2 | -9% | -2% | 23%

(next part)
SMILES	Nrf2 activator	Nrf2 block	TGFb SMAD3 inh	A549 viability	HepG2 tox	MCF10A rerep	EPAC2 antagonist	S2 tox	ATXN2 expr inh
Cc1ccc(-n2ncc(C(=O)NCCCN3CCc4ccccc4C3)c2C2CCN(C(=O)OC(C)(C)C)CC2)c(C)c1	12%	-26%	?	?	-80%	.	.	.	.
O=C(Oc1c(-c2ccccc2Cl)oc2ccccc2c1=O)c1ccc(Cl)cc1	5.7%	-23%	7%	?	6%	19%	-1%	.	9%
Cc1cc(=O)n2c(C(=O)Nc3ccc(C(=O)OC(C)C)cc3)c(C(=O)Nc3ccccc3)sc2n1	2.6%	?	?	-24%	-52%	16µM*	3%	?	.
CCN(CC)c1ccc(NC(=O)Cn2c(C(C)NC(=O)c3ccccc3)nc3ccccc32)cc1 (stereo not drawn)	-0.2%	3%	2%	10%	19%	0%	-4%	?	-3%
CC1CC(C)CN(CCCNC(=O)CN2C(=O)COc3ccc(S(=O)(=O)N4CCOCC4)cc32)C1 (stereo not drawn)	-0.2%	-5%	6%	5%	11%	-1%	2%	i	-4%
COc1ccc(N(C)S(=O)(=O)c2cccc(C(=O)OCC(=O)N(C)c3ccccc3)c2)cc1	0.1%	-5%	-1%	5%	-27%	?	-23%	i	4%
CCOC(=O)C1=C(C)NC(C)=C(C(=O)OCC)C1C(=O)OCC(=O)N1CCc2ccccc2C1	-0.3%	1%	3%	-4%	-9%	1%	-23%	i	1%
O=C(CC1c2ccccc2Oc2ccccc21)NCc1ccco1	11%	5%	-7%	15%	-5%	4%	2%	i	-24%
O=S(=O)(c1cccc(F)c1)N1CCC(CO)(Cc2cccc(F)c2)CC1	-0.7%	?	7%	-4%	-15%	-3%	-9%	i	-3%
CCCN=C1N(CC)C[C@@H]2[C@@H]3C(=O)N(C)C(=O)[C@@H]3[C@](C)(C(=O)OC)N12	0.1%	28%	-35%	13%	-4%	-79%[inhibitor]	4%	i	-9%
CC1CN(Cc2ccccc2Cl)CC(C)O1 (stereo not drawn)	0.1%	3%	-29%	-4%	0%	4%	9%	i	1%
CC(=O)c1ccc(N2CCN(c3ncccn3)CC2)c([N+](=O)[O-])c1	-0.4%	8%	17%	-6%	-7%	-3%	1%	i	5%
Cn1c(CSc2nc3ccccc3s2)nnc1SCC(=O)NCCCN1CCOCC1	2.5%	5%	-7%	-10%	-41%	-4%	1%	i	1%
C#CCNC(=O)C1=C[C@H](C2CCCCC2)[C@@H](CCCO)[C@H](OCC)O1	4.2%	?	14%	-17%	1%	-8%	12%	i	-18%
CCOC(=O)/C(C#N)=C1\CCCN1CC(N)=S	-0.1%	-3%	-7%	5%	-1%	-3%	7%	i	.
CN1CCN(C2=NC3(CCCC3)C(C#N)C(=O)N2)CC1 (stereo not drawn)	-0.7%	3%	1%	1%	4%	-4%	-2%	i	-27%
CCC(=O)Nc1c(-c2ccccc2Cl)c(=O)c2ccccc2n1CC	-0.2%	-3%	-4%	0%	-17%	-22%	4%	i	6%
Cc1ccc2nc(C)c3c(c2c1)COC3	-0.4%	-16%	9%	-1%	12%	-1%	11%	i	-1%
